PKM2 activator = increases activity of human pyruvate kinase M2. purified PKM2, Kinase-Glo ATP luminescence, activation; response scale: 0% is enzyme alone, no compound. Potency, µM (titrated, usually from 57.5 µM), for inactives: at the top dose activation, hits mostly activators. actives 0.34% (n = 260,000). AID 1631; also: potency is read from the fitted curve at half-maximal effect; % is scaled to controls: 0 for no effect and ±100 for the full control effect; nearly all actives have a fitted effect of over 55% in size
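Purified hPK-M2 (>95% pure) converted ADP (0.1 mM final) to ATP with 0.5 mM PEP in 50 mM imidazole pH7.2, KCl, MgCl2, Tween 20, BSA; 1 h at room temperature. ATP detected by Kinase-Glo luminescence.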
Menin MLL FP TR = displaces Texas Red mutant MLL peptide from human menin. O00255. Menin + Texas Red MLL mutant peptide, fluorescence polarization. Potency, µM (titrated, usually from 61.6 µM), for the others: at the highest dose FP activity change, negative = inhibition, usual class: inhibitors. actives 0.23% (n = 270,000). AID 1768; active = well fitted inhibition curve with a large enough effect in the polarisation, with a control signal flat, not every such curve was filed as active; inconclusive = small, poorly fitted or top-dose-only effect, or effect the other way, or a change in a side signal; inactive = no such curve, though single readings can be large or run the other way; the % refers to the polarisation; also: potency is read from the fitted curve at half-maximal effect; % of control where 0% means no effect; many of its hits are not listed in these tables
TRPV1 ag = human TRPV1 agonism; Q8NER1; TRPV1-expressing cells, Fluo-8 calcium influx, agonist mode; activation, % at 8.33 µM; actives 0.19% (n = 320,000); AID 540275; in the data active = activation above about 80%; inconclusive = between about 30% and that limit; also: 0% is about no effect
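TRPV1-expressing cells were cultured overnight at 35.5C and loaded with Fluo-8 calcium dye for 40 to 90 min at room temperature. After a 10 s baseline, compound was added and calcium influx was read kinetically for 3 min (ex 480/em 520 nm).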
USP2a block = USP2a (human) protease inhibition. O75604. USP2 core, Ub-CHOP2 coupled fluorogenic reporter, 485/531. Potency, µM (titrated, usually from 38.3 µM), for the others: at the highest dose activity change, negative = inhibition, most hits filed as inhibitors. actives 0.01% (n = 330,000);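 also: potency is read from the fitted curve at half-maximal effect; plate controls were DMSO wells for no effect and full inhibition by NEM control for full effect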
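Deubiquitinase activity read as fluorescence (485/531 nm) after Ub-CHOP2 cleavage activates the enterokinase reporter on its substrate; USP2 core 10nM, Ub-CHOP2 and substrate 25nM each, 30min compound preincubation then 60min RT; data normalized to NEM, curves fitted.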
Giardia kill = Giardia lamblia killing; Giardia lamblia trophozoite viability; activity change, % at 7.66 µM, hits read low; actives 0.15% (n = 340,000); AID 540267; in the data active = activity change below about -80%; inconclusive = between about -30% and that limit;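 also: parasites exposed to compound for two days anaerobically before the ATP read; % is scaled to controls: 0 for no effect and ±100 for the full control effect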
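Trophozoite viability was measured as ATP-dependent luminescence, read 15-30 min after reagent addition. Before that, parasites at 100 cells/well were exposed to compounds for 48 h, anaerobically, at 37 deg C.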
CXXC DNA block = inhibitors of human MLL CXXC domain-DNA interaction; Potency, µM (top dose mostly 115 µM), for the others: at the highest dose activity change, negative = inhibition, hits mostly inhibitors; MLL-CXXC / FITC-HOXA9 DNA fluorescence polarization; Q03164; actives 0.037% (n = 290,000); AID 2662; active = well fitted inhibition curve with a large enough effect in the polarisation, with a control signal flat, not every such curve was filed as active; inconclusive = small, poorly fitted or top-dose-only effect, or effect the other way, or a change in a side signal; inactive = no such curve, though single readings can be large or run the other way; the % refers to the polarisation; also: potency is read from the fitted curve at half-maximal effect
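Fluorescence polarization: 7 uM MLL-CXXC (stock) preincubated 5 min with compounds, then 50 nM fluorescein-HOX-A9 DNA (stock) added; 30 min ambient. Buffer 50 mM Tris-HCl pH 7.5, 50 mM NaCl, 1 mM DTT, 0.05% BSA.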
KCNH2 3.1 block = inhibitors of human KCNH2 3.1 potassium channel isoform | U2OS KCNH2 3.1, thallium flux FluxOr; stronger effect = lower value | actives 0.95% (n = 340,000) | activity change, % (tested at about 1.8 µM);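 active = maximum activity change below -70%; inconclusive = maximum activity change from -70% to -50%; inactive = maximum activity change above -50%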;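 also: thallium influx rate constant from kinetic fluorescence after stimulation buffer; % is scaled to controls: 0 for no effect and ±100 for the full control effect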
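Virally transduced U2OS (3.1 isoform, 4 h infection in dark at RT) → overnight 37 C → FluxOr + Red40 in HBSS/HEPES, 45 min → stimulation buffer, 2 min kinetic read → rate constant vs DMSO controls.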
KCNH2 WT inh = KCNH2 (human, wildtype) channel inhibition; AID 720551; activity change, % at 1.84 µM; actives 0.37% (n = 340,000); U2OS, BacMam KCNH2, thallium flux FluxOr; stronger effect = lower value;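 active = maximum activity change below -70%; inconclusive = maximum activity change between -70% and -50%; inactive = maximum activity change above -50%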; also: % is scaled to controls: 0 for no effect and ±100 for the full control effect
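U2OS cells transduced with wild-type KCNH2 virus are loaded with FluxOr dye for 45 min, and thallium flux is measured in kinetic reads before and after stimulation buffer. Rate constants are normalized to DMSO controls.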
FBPA coupling cs = inhibits coupling enzyme system, counter-screen for aldolase hits; coupling enzyme system counterscreen, AmpLite Red fluorescence; activity change, negative = inhibition, % at 58.2 µM, hits read low; actives 0.67% (n = 290,000); AID 2472; in the data active = activity change below about -30%; also: % is scaled to controls: 0 for no effect and ±100 for the full control effect
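Final compound at 57.5 uM, incubated 10 min at RT with coupling enzyme reagent (glyceraldehyde-3-phosphate), then 20 min with substrate and AmpLite Red detection. Fluorescence read at 525/598 nm; tests interference with the coupling assay, not aldolase inhibition.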
B2AR arrestin = recruits beta-arrestin to the human beta2-adrenergic receptor; actives 0.02% (n = 330,000); Potency, µM (doses to about 46.1 µM), inactives show at the highest dose activation, most hits filed as activators; beta-arrestin recruitment to beta2AR, cell-based reporter; P07550;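 also: potency is read from the fitted curve at half-maximal effect; 0% = DMSO controls and full agonism = EC100 isoproterenol or metaproterenol; nearly all actives have a fitted effect of over 65% in size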
Target sequence (P07550 whole entry, looked up): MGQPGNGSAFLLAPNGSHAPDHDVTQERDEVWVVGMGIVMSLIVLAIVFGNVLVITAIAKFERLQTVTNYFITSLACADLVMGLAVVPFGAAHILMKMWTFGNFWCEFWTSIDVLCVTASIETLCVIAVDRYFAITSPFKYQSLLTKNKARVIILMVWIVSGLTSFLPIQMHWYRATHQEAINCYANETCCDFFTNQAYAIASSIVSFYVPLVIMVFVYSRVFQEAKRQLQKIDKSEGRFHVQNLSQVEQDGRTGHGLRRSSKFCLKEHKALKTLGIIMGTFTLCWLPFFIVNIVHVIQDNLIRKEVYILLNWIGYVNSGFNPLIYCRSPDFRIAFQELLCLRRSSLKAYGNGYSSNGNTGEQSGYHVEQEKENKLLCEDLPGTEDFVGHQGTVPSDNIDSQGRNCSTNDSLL
GALK inhibitor = blocks human galactokinase activity. P51570. Purified GALK, Kinase-Glo residual ATP luminescence. Potency, µM (top dose mostly 57.5 µM), for inactives: at the highest dose activity change, negative = inhibition, actives largely listed as inhibitors. actives 0.007% (n = 270,000); also: potency is read from the fitted curve at half-maximal effect; % is scaled to controls: 0 for no effect and ±100 for the full control effect
Target sequence (P51570 whole entry, looked up): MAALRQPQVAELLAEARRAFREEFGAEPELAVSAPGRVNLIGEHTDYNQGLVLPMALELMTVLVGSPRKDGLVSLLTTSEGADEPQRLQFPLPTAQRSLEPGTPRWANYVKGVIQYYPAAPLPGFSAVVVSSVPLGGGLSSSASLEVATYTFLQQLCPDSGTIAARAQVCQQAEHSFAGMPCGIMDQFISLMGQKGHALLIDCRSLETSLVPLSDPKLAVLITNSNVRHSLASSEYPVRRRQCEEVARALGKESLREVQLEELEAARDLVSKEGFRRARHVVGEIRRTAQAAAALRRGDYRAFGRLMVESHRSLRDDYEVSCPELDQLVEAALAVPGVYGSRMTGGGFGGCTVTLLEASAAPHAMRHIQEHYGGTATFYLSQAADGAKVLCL
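Galactose (100 uM) and ATP (35 uM) were turned over by 5 nM GALK for 1 h at RT. Kinase-Glo Plus then converted the remaining ATP into a luminescent signal.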
* marks the source's active call; other numbers are inactive results; u = inconclusive; x = no result given; [ ] = remark or other dose. Unless noted, calls follow the shape of the dose curve; as a rule, active = well fitted curve in the direction sought with a large enough effect; inconclusive = small, poorly fitted or top-dose-only effect, or another doubt; inactive = no such curve, though single readings can be large; an effect the other way counts as inactive or inconclusive. This is a subset (hit frequency here may not be typical).

Every second line gives: PKM2 activator	Menin MLL FP TR	TRPV1 ag	USP2a block	Giardia kill	CXXC DNA block	KCNH2 3.1 block	KCNH2 WT inh	FBPA coupling cs	B2AR arrestin	GALK inhibitor
> O=C(CSc1nnnn1-c1ccc(F)cc1)NNC(=O)c1ccco1
    1%	x	1	8%	-2	-8%	7	9	0	-0.2%	-1%
> COCCNC(=O)CN(c1ccc(OC)c(OC)c1)S(=O)(=O)c1ccc(C)cc1
    0%	x	x	-7%	-1	3%	2	24	5	0.0%	1%
> COc1ccc(CCNC(=O)COC(=O)c2cnc(Cl)c(Cl)c2)cc1
    x	x	x	4%	1	x	18	-2	x	-0.1%	x
> COc1ccc(OC)c(NC(=O)c2cc(S(=O)(=O)NCc3ccco3)ccc2F)c1
    4%	1%	0	3%	4	7%	-3	-17	1	-1.1%	-4%
> O=C(Nn1cnc2ccccc2c1=O)c1ccc(Br)cc1
    x	15%	28	1%	12	u	-3	2	0	-0.8%	-3%
> CCOc1ccccc1Oc1ccc(C(F)(F)F)cn1
    -1%	-13%	-1	-1%	-3	4%	2	-15	-2	-0.1%	0%
> O=S(=O)(NC1CCCC1)c1ccc(-n2cnnn2)cc1
    x	6%	-1	-1%	1	-12%	5	-7	5	0.2%	4%
> O=C(O)c1cccc2c1C(=O)c1ccccc1C2=O
    -10%	-1%	0	1%	-6	-1%	3	-3	-2	-0.2%	8%
> Brc1ccc(Nc2ncnc3[nH]ncc23)cc1
    -5%	x	u	2%	3	11%	11	0	1	-0.7%	4%
> CC1CCCC(C)N1/N=C/c1ccc(Cl)cc1 (stereo not given)
    -8%	4%	2	-2%	-2	-3%	21	8	1	0.1%	-1%
> O=C(O)CCc1n[nH]c(=S)[nH]c1=O
    -2%	2%	-2	-1%	6	14%	2	0	0	3.0%	-1%
> CC(=O)NCCC(=O)Nc1ccc(F)cc1C
    2%	19%	1	4%	-2	7%	-2	-2	4	0.4%	0%
> O=C(Nc1c2c(nn1-c1ccc(Cl)cc1)CS(=O)(=O)C2)c1ccc2c(c1)OCO2
    6%	-14%	-3	0%	-6	1%	-12	15	2	-0.2%	1%
> CCc1ccccc1NC(=O)Cc1cn(C)c2ccccc12
    1%	-17%	5	-5%	19	3%	13	-6	1	0.0%	-1%
> CN(c1ccccc1C(=O)Nc1ccc2c(c1)n(C)c(=O)n2C)S(C)(=O)=O
    3%	-4%	-4	0%	-7	-4%	25	2	0	-0.1%	-2%
> O=C(Nc1ccccn1)NC1CCS(=O)(=O)C1 (stereo not given)
    -8%	2%	2	2%	0	-9%	14	6	1	-0.6%	4%
> N#Cc1ccc(Cl)cc1NC(=O)COC(=O)c1ccc(S(=O)(=O)N2CCCC2)cc1
    -1%	0%	0	2%	-7	18%	-12	0	-1	0.3%	-2%
> CCOc1ncccc1C(=O)N1CCCSC1=Nc1ccc(C(C)=O)cc1
    9%	-23%	-6	0%	6	-3%	-11	10	2	-0.3%	9%
> CCOc1ccccc1OCC(=O)Nc1cc(S(=O)(=O)N2CCCCC2)ccc1OC
    x	x	-1	1%	29	x	0	17	x	0.0%	x
> O=C(CCNC(=O)c1ccc([N+](=O)[O-])cc1)Nc1ccc(N2CCOCC2)cc1N1CCOCC1
    3%	1%	-7	-2%	1	-3%	2	x	1	-0.4%	3%
> COc1ccc(C(CCNC(C)c2ccccc2)C(C)C)cc1 (stereo not given)
    u	x	6	2%	-15	-4%	-25	7	5	0.2%	x
> COC(=O)NNC(=O)COc1ccc(Br)c(C)c1
    -4%	0%	2	-1%	14	-2%	-4	-14	2	0.0%	0%
> Cn1ccnc1Sc1ccc(C=O)cc1[N+](=O)[O-]
    0%	-9%	2	-1%	-24	-5%	-9	-6	-3	-0.1%	-1%
> Cc1ccc(CNC(=O)c2nnn(-c3cccc(C)c3)c2N)cc1
    1%	x	x	-4%	5	0%	-108*	25	-7	0.1%	0%
> CN(C(=O)c1cc2c(=O)n3ccccc3nc2n1C)C1CCCCC1
    0%	x	-3	3%	-2	5%	-9	1	x	-0.4%	-8%
> CN(C)S(=O)(=O)c1ccc(C(=O)OCC(=O)NC(=O)NCc2ccccc2)cc1
    -26%	-7%	4	-1%	-17	5%	-3	-2	6	-0.3%	0%
> O=[N+]([O-])c1ccc(S(=O)(=O)NCC2COc3ccccc3O2)cc1 (stereo not given)
    x	19%	10	2%	18	12%	-6	1	-1	0.0%	9%
> O=C(CSc1c(Cl)cccc1Cl)N1CCC(c2nc3ccccc3s2)CC1
    2%	u	3	3%	-7	-1%	-10	-2	0	0.5%	-4%
> COc1ccc(CNC(=O)C2CCN(S(C)(=O)=O)CC2)cc1
    1%	7%	3	0%	-10	-1%	-12	-3	0	-0.3%	-3%
> Cc1csc(SCC(=O)NCCc2ccc(Cl)cc2Cl)n1
    -4%	0%	-1	2%	4	-7%	10	-7	3	-0.1%	0%
> CCc1c(O)nc(SCC(=O)Nc2ccc(Br)cc2)n(-c2ccc(C)cc2)c1=O
    x	37%[activator]	-1	-8%	-6	21%	8	-4	13	-0.7%	0%
> OCCN1CCN(CC(O)COCc2ccc3c(c2)OCO3)CC1 (stereo not given)
    0%	22%	3	2%	-1	1%	-4	-2	0	-0.9%	-2%
> O=C(c1ccccc1)C1CCN(C(=O)c2c(F)cccc2F)CC1
    x	-10%	-4	-2%	6	u	2	8	0	-0.6%	4%
> COc1ccccc1NC(=S)NNC(=O)c1cc(C)n(C)n1
    -9%	-7%	2	0%	11	28%	-11	4	-6	-0.2%	-1%
> CCOC(=O)c1c(CS(=O)(=O)c2ccccc2)n(C)c2cc(Br)c(O)cc12
    -2%[11.5 µM]	5%	14	-1%	-8	9%	-6	-11	2	0.0%	-5%
> CC1(C)Cc2c(c(-c3ccco3)[nH]c(=O)c2C#N)CS1
    -10%	25µM*	10	3%	-21	-2%	2	-1	-43*	-0.3%	1%
> NS(=O)(=O)c1ccc(NC(=S)NC2CCCCC2)cc1
    6%	43%[activator]	2	9%	5	-8%	-8	-1	-11	-1.0%	0%
> O=C(CSc1nnc(CNC(=O)c2c(F)cccc2Cl)o1)NC1CCCCC1
    x	x	2	0%	-9	6%	10	7	x	-0.1%	1%
> C=CCOc1ccc(CNn2nnnc2N)cc1
    -2%	6%	-3	-1%	-27	-7%	5	6	4	-0.4%	2%
> CC1CCC2(CC1)NC(=O)N(CC(=O)NCc1ccc(Cl)cc1)C2=O (stereo not given)
    x	x	x	0%	-26	x	-2	-3	x	-0.4%	x
> CC[C@H](C)[C@H](NC(N)=O)C(=O)NCCc1ccc(OC)cc1
    -9%	x	x	-3%	-1	-2%	14	1	0	0.9%	1%
> O=C(c1cc2ccccc2oc1=O)N(Cc1cccs1)Cc1ccccc1Cl
    3%	-3%	7	2%	7	4%	-12	-8	-2	-0.2%	0%
> Fc1cccc(NC(=S)N2CCn3cccc3C2c2cccnc2)c1 (stereo not given)
    -4%	9%	3	-1%	0	-5%	15	4	0	0.4%	-2%
> CC1=CC(C)(C)NC(=S)N1c1ccccc1
    1%	4%	-2	6%	-16	-2%	16	-3	2	0.2%	1%
> COc1ccc(CN(CC(=O)NCCC(C)C)C(=O)CCC(=O)Nc2nccs2)cc1
    -11%	-10%	1	9%	-4	-6%	-13	1	-2	-0.8%	6%
> COc1ccc(OC)c(NC(=O)c2ccc3c(c2)C(=O)N(CC2CCCO2)C3=O)c1 (stereo not given)
    x	x	7	1%	-12	3%	-13	7	1	0.0%	-1%
> CN1N=C2c3ccccc3CCC2C1c1ccc(F)cc1 (stereo not given)
    -11%	x	-3	3%	0	-2%	-2	0	-2	0.0%	1%
> COc1ccc(OC)c(S(=O)(=O)N(C)CC(=O)Nc2ccccc2OC)c1
    4%	8%	11	x	44[activator]	-2%	3	2	-1	x	0%
> C/C(=N/OCO/N=C(\C)c1ccc(F)cc1F)c1ccc(F)cc1F
    -14%	3%	20	2%	-2	5%	1	4	0	1.8%	0%
> Cc1ccc(-c2ccccc2[C@@H]2C[C@H]3CN(C)C(=O)[C@]34CCCN24)o1
    10%	7%	-2	1%	-13	0%	-4	1	6	0.0%	1%
> FC(F)(F)c1nc(N2CCCC2)ncc1-c1nnnn1-c1ccccc1
    24%	-13%	-1	1%	-1	-2%	0	-12	-1	-0.6%	x
> CC(C)(C)C(=O)NCCCNc1ccc([N+](=O)[O-])cc1
    0%	-10%	8	1%	-4	6%	-8	-22	4	-0.4%	-2%

Source: PubChem BioAssay
